# EWS-Fli inh – EWS/Fli transcriptional activity inhibition | 0.67% of 350,000 active | AID 651661 | inhibition, % at 12.6 µM | A673 NR0B1-luciferase reporter, viability-normalised;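 active means mean inhibition of at least 50% after viability correction, with every replicate also passing that limit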;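 further: firefly luciferase signal divided by Alamar Blue viability fluorescence both relative to DMSO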
# S100A4 inh HTS – S100A4-myosin IIA interaction inhibition | AID 652163 | inhibition, % at 10.7 µM | 0.14% of 360,000 active | P26447 | S100A4/TAMRA-MyoIIA peptide fluorescence polarization;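 active means mean inhibition of at least 70% across replicates, with every replicate also reaching that level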
# Target sequence (P26447 whole entry, looked up): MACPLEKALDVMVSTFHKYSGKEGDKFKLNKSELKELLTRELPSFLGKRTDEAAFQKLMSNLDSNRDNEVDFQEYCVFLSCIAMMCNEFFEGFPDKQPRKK
#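 Material: S100A4 monomer (human). Medium: Calcium-containing HEPES buffer, pH 7.2. Probe or stimulus: labelled myosin peptide probe, 5 nM. Compound dosing: one concentration per compound. Timing: polarization read 5 min after assay mix addition, stable 5–60 min. Benchmarks: DMSO as neutral control, TFP as positive control.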
# RAD54 inh – inhibitors of human RAD54 branch migration; Q92698; RAD54 Holliday junction branch migration, FAM/BHQ fluorescence; inhibition, % at 10.4 µM; 0.14% of 360,000 active; AID 602329;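 active means mean normalized replicate activity at least 40 and at least half of replicates scoring 40 or more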;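 further: 0% = median of neutral control wells and 100% = median of positive control wells; inhibitors cause a drop in the FAM fluorescence signal; in these data hits start at about 50%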
# esBAF inh – inhibitors of esBAF chromatin remodeling in mouse ES cells | Bmi1-luciferase knock-in reporter, 24 h; 100% = twice the neutral-well signal | reporter increase, % at 12.5 µM | 2% of 350,000 active | AID 602393; in the data active means activation above about 40%;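 further: 0% = median of the plate's neutral control wells and 100% = double that signal; a rise in the Bmi1 reporter signal indicates esBAF inhibition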
# RAD52 inh – inhibitors of human RAD52 DNA annealing; 0.46% of 360,000 active; recombinant RAD52 DNA annealing, FRET fluorescence; AID 651710; inhibition, % at 18.7 µM;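 active means every replicate showing at least 50% inhibition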
# FN deposit inh – fibronectin deposition inhibition | AH1F fibroblasts, Alexa488-fibronectin deposition fluorescence, overnight | inhibition, % at 12.6 µM | 0.086% of 350,000 active;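 active means mean inhibition across replicates of 30% or more, regardless of how many single replicates reach that level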;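 further: positive control wells lacked labelled fibronectin entirely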
#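 Assay system: AH1F fibroblast monolayer, labelled fibronectin deposition. Amount: 10000 cells per well. Also added: labelled fibronectin 24 nM. Compound: single-point pinned compound. Incubation: cell attachment 1 h, compound and FN exposure overnight. Detection: fluorescence after three HBSS washes, excitation 485 nm, emission 525 nm. Read-out: inhibition of fibronectin deposition signal.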
# Xi reactivation – activators of X-chromosome reactivation in mouse fibroblasts; XiGFP mouse fibroblasts, % GFP-positive cells imaging, 3 d; cells co-treated with 5-aza-dC sensitizer; scaled so ellipticine positive control = 100%; activation, % at 7.58 µM; 0.055% of 360,000 active; AID 743238;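 active means mean normalized replicate activation at least 10% and every replicate at or above 10%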;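 further: 0% = median of on-plate neutral control wells and 100% = ellipticine 6 µM median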
#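 System: SV40-immortalized XiGFP fibroblast cells, line 68-5-11 / Incubation: 3-day compound exposure, then 15 min fixation at room temperature / Compound: single concentration per compound, delivered by pin transfer / Buffer or medium: DMEM plus 5-aza-dC sensitizer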
# E-selectin induc – induces E-selectin expression in human endothelial cells | P16581 | HUVEC E-selectin immunofluorescence imaging; normalized: neutral wells 0, TNF-alpha wells 100 | activation, % at 7.58 µM | 0.37% of 260,000 active | AID 686992;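 active means mean E-selectin-positive cell signal at least 10% of the positive control, reached in at least 60% of replicates, without over 20% cell loss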;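 further: in these data hits start at about 27%; measured in HUVEC primary endothelial cells; signal is the percent of cells scored E-selectin positive by PE staining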
# Target sequence (P16581 whole entry, looked up): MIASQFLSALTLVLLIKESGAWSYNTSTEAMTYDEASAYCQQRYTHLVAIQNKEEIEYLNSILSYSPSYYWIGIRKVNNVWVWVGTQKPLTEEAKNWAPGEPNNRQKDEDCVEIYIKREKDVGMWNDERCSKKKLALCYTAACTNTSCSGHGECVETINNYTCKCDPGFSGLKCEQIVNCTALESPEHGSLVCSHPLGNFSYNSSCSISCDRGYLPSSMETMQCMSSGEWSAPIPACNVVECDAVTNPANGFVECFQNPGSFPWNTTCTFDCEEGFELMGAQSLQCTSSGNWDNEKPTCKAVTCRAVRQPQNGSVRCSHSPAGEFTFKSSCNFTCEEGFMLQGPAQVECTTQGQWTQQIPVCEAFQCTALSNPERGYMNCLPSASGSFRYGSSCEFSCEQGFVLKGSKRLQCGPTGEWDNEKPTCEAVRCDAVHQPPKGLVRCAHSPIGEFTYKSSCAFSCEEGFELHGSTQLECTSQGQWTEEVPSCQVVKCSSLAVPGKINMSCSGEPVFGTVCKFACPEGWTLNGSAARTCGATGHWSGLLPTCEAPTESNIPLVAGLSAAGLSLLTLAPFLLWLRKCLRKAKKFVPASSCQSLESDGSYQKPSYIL
#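 Test system: HUVEC | Signal: Immunofluorescence imaging | Read-out: Percent E-selectin-positive cells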
# * = called active by the depositor; x = not tested or not shown.
mol	EWS-Fli inh	S100A4 inh HTS	RAD54 inh	esBAF inh	RAD52 inh	FN deposit inh	Xi reactivation	E-selectin induc
Cc1ccc(S(=O)(=O)N(C)C[C@@H]2Oc3c(NC(=O)c4cc(C)nn4C)cccc3C(=O)N([C@@H](C)CO)C[C@H]2C)cc1	-9.1	8.7	-2.9	3.2	-1.6	x	0.2	0.4
C/C(=N\NC(=O)c1nnn(-c2nonc2N)c1CN(C)c1ccccc1)c1cccnc1	x	-2.3	5.1	-5.5	-9.5	-5.7	0.1	x
C[C@H]1CN([C@@H](C)CO)C(=O)Cc2cc(NC(=O)CCCCCC(=O)Nc3ccccc3N)ccc2O[C@H]1CN(C)Cc1ccc(Oc2ccccc2)cc1	60.1*	6.8	0.6	-6.0	9.5	x	-0.7	-5.9
COCC(=O)Nc1ccc2c(c1)OC[C@@H](C)N(Cc1cc(F)ccc1F)C[C@@H](C)[C@H](OC)CN(C)C2=O	5.3	-2.7	2.0	-0.5	-6.3	-5.9	0.0	-0.2
CCCC/C(O)=C1\C(=O)CC(C)(C)CC1=NCCCCCC(=O)O	5.7	-2.6	x	x	-7.9	6.5	0.4	1.1
C[C@@H]1CCCCO[C@H](CN(C)C(=O)Nc2ccc(F)cc2)[C@H](C)CN([C@@H](C)CO)C(=O)c2cc(NC(=O)CCCN(C)C)ccc2O1	-21.2	-1.3	5.0	0.1	-6.6	x	-0.3	0.2
Cc1c(Cl)cccc1NC(=O)CC1Oc2ccccc2NC1=O (stereo not given)	10.9	-5.8	x	-4.8	-8.8	-8.7	0.0	x
Cc1noc(C)c1NC(=O)Nc1ccc2c(c1)C(=O)N([C@H](C)CO)C[C@H](C)[C@@H](CN(C)C)OCCCC[C@H](C)O2	2.9	x	x	-3.3	x	x	-0.5	0.2
Cc1ccc(C(=O)Nc2ccc(C(=O)NCC3CCCO3)cc2)cc1 (stereo not given)	2.6	-4.6	-0.5	9.4	-11.9	-1.1	0.0	x
O=C(O)CNC(=O)/C(=C\c1ccco1)NC(=O)c1ccco1	3.8	0.9	-1.6	0.4	-23.3	9.9	0.2	-0.2
O=C(COC(=O)C1CCN(c2ccc(C(F)(F)F)cn2)CC1)Nc1ncc(Cl)cc1Cl	1.7	-1.3	4.7	1.3	-21.4	-4.8	0.3	x
O=C(NCCS(=O)(=O)N1CCN(c2ccccc2)CC1)C1CCCCC1	6.7	-0.3	8.9	6.6	-5.4	-8.7	0.6	-0.1
O=C(CN(C(=O)CNC(=O)c1cccs1)c1cccc(F)c1)NC1CCCCC1	9.6	-0.4	-11.2	10.0	-0.1	-2.3	0.1	-0.1
C[C@@H]1CN([C@@H](C)CO)C(=O)c2cc(NC(=O)Nc3ccc(C(F)(F)F)cc3)ccc2O[C@@H]1CN(C)C(=O)NC1CCCCC1	-7.5	11.5	-3.6	-3.8	0.1	x	1.3	-12.3
COc1ccc(CCN(CC(=O)NC2CCCC2)C(=O)CCC(=O)Nc2cc(C)on2)cc1OC	x	x	6.1	0.5	x	-8.8	x	-1.5
NS(=O)(=O)c1cccc(NC(=O)Cc2ccc(Cl)c(Cl)c2)c1	-1.3	-2.1	-4.9	x	-9.7	2.8	0.1	3.9
C[C@@H]1CN([C@@H](C)CO)C(=O)c2cc(-c3cncnc3)cnc2O[C@H]1CN(C)Cc1ccncc1	-5.5	-2.0	-3.7	0.0	6.4	x	0.0	-0.1
COc1ccc2c3c([nH]c2c1)[C@H](CO)N(S(C)(=O)=O)CC31CN(CC2CC2)C1	-21.9	-21.5	x	x	-1.9	x	0.3	-0.3
CCOC(=O)/C(=C/c1c(C)n(C)c2ccc([N+](=O)[O-])cc12)C(C)=O	7.2	-3.5	x	x	-60.8	-9.9	0.2	x
COc1ccc(C(=O)NNC(=O)Cc2nc3ccccc3n2C)cc1	6.8	3.3	10.4	1.2	-9.6	-5.3	0.2	-0.2

# Compounds shown so far containing an aryl methoxy group, in the order listed:
mol	EWS-Fli inh	S100A4 inh HTS	RAD54 inh	esBAF inh	RAD52 inh	FN deposit inh	Xi reactivation	E-selectin induc
COc1ccc(CCN(CC(=O)NC2CCCC2)C(=O)CCC(=O)Nc2cc(C)on2)cc1OC	x	x	6.1	0.5	x	-8.8	x	-1.5
COc1ccc2c3c([nH]c2c1)[C@H](CO)N(S(C)(=O)=O)CC31CN(CC2CC2)C1	-21.9	-21.5	x	x	-1.9	x	0.3	-0.3
COc1ccc(C(=O)NNC(=O)Cc2nc3ccccc3n2C)cc1	6.8	3.3	10.4	1.2	-9.6	-5.3	0.2	-0.2

# (list continues)
mol	EWS-Fli inh	S100A4 inh HTS	RAD54 inh	esBAF inh	RAD52 inh	FN deposit inh	Xi reactivation	E-selectin induc
Cc1ccc(/C=N\NC(=O)COc2ccc(C)cc2[N+](=O)[O-])cc1	-18.0	-0.6	x	x	-2.9	6.5	0.1	-2.1
C[C@H]1CN([C@@H](C)CO)C(=O)Cc2cc(NC(=O)Nc3cccc4ccccc34)ccc2O[C@H]1CN(C)Cc1ccc2c(c1)OCO2	2.2	3.1	14.6	1.1	22.7	x	-1.3	x
COc1ccc2c3c([nH]c2c1)[C@H](CO)N(C(=O)Nc1ccccc1F)CC31CCN(C(C)=O)CC1	13.5	-9.6	x	x	-0.2	x	0.0	-0.6
C[C@@H]1CN([C@@H](C)CO)S(=O)(=O)c2ccc(-c3ccccc3)cc2O[C@H]1CN(C)Cc1cccnc1	66.8*	x	1.1	-2.5	x	-6.3	-0.6	4.5
CC(=O)N1CCN(c2ccc(NC(=O)c3ccc(Cl)cc3)cc2)CC1	-3.2	-5.3	-3.6	-2.0	2.6	3.6	0.0	-0.1
C[C@@H]1CCCCO[C@H](CN(C)S(C)(=O)=O)[C@@H](C)CN([C@H](C)CO)C(=O)c2cc(N(C)C)ccc2O1	-10.7	6.5	0.1	-2.0	-6.4	x	-0.7	0.2
CO[C@H]1CN(C)C(=O)c2ccc(NC(=O)Nc3ccccc3)cc2OC[C@@H](C)N(C(C)=O)C[C@@H]1C	14.5	-8.8	-4.1	5.1	17.9	-4.2	0.0	-0.1
CCOc1cccc(-c2c(C(=O)N/N=C(\C)c3cccnc3)nnn2-c2nonc2N)c1	x	-1.6	-7.1	-3.0	3.0	4.7	0.8	-0.1
CC(=O)Nc1ccc(S(=O)(=O)NCc2ccc(C)n2C)cc1	-5.3	1.4	-2.7	-8.7	-16.6	-1.5	0.0	-0.1
COc1ccc(NC(=O)CN(c2ccc(F)cc2)S(=O)(=O)c2ccccc2)c(OC)c1	11.1	0.9	-6.5	7.0	-9.0	-7.9	0.1	x
Fc1ccccc1NC(=S)NCCc1cccc(Cl)c1	-89.0	1.5	-0.4	23.1	-5.4	4.7	0.1	x
Cc1ccccc1C#N	-1.9	6.3	-1.4	-4.6	-3.7	x	x	x
C[C@@H]1CN([C@@H](C)CO)C(=O)c2cc(NC(=O)NC3CCCCC3)ccc2O[C@@H]1CN(C)S(=O)(=O)c1ccccc1	-7.6	8.5	-18.2	-2.1	-6.4	0.5	-0.1	-0.3
Cc1cc([N+](=O)[O-])nn1CC(=O)Nc1ccc(Cl)cn1	-14.7	-0.1	x	-6.9	-3.6	7.2	-0.2	0.0
CC(=O)N1[C@@H]2c3ccc(-c4ccc(F)cc4)c(=O)n3C[C@@H]2[C@@H](CO)[C@@H]1C(=O)NC1CCC1	0.1	9.8	4.4	-0.8	4.7	x	0.1	0.1
C[C@]12CC[C@H](O)CC1=CCC1C2CC[C@@]2(C)C1CC[C@@H]2NC(=O)CCC(=O)O (stereo not given in full)	4.8	-2.8	-4.1	0.4	-7.2	6.5	0.0	-0.4
CCN(c1ccccc1)P(=O)(Nc1ccccc1)Nc1ccccc1	4.8	-1.0	x	9.5	-3.4	3.6	0.5	-0.4
O=C(C[C@@H]1C[C@H]2c3cc(NC(=O)C4CCOCC4)ccc3O[C@H]2[C@H](CO)O1)NCCc1ccccc1	1.1	1.5	-18.2	1.4	-2.3	5.7	0.3	0.1
O=C(NC(=S)Nc1ccc(N2CCCC2)cc1)c1ccc(F)cc1	-4.3	-4.0	8.6	2.2	-13.3	-8.7	-0.1	0.1
COc1ccc(CCCC(=O)NCC(=O)N/N=C/c2cc(Cl)ccc2OC)cc1	-0.4	-1.2	-2.7	x	-14.2	-2.2	-0.1	-0.1

# Next part:
# Order of values: EWS-Fli inh	S100A4 inh HTS	RAD54 inh	esBAF inh	RAD52 inh	FN deposit inh	Xi reactivation	E-selectin induc
> CC(C)[C@H](NC(=O)C1CCCC1)C(=O)N1CCC[C@H]1C(=O)NCc1ccccc1
    -0.1	-13.5	x	x	-4.0	8.0	0.0	0.2
> NC(=O)c1nsc(C(=O)N(c2ccc(Cl)cc2)C(C(=O)NCC2CCCO2)c2cccs2)c1N (stereo not given)
    8.1	9.5	-1.5	9.5	3.1	-0.7	0.0	-0.7
> Cc1cccc(-n2ncc3c(NCCCn4ccnc4)ncnc32)c1
    -89.9	9.2	0.0	49.0*	2.3	-4.8	0.5	-0.1
> Cc1cc(OCC(=O)N2CCOCC2)ccc1[N+](=O)[O-]
    -53.4	4.6	-7.7	16.9	-8.4	1.4	0.0	x
> CCOc1ccc(S(=O)(=O)NCc2ccccn2)cc1NC(=O)c1ccccc1F
    46.5	0.7	0.1	-9.7	-4.3	12.1	4.1	x
> COc1ccc(Cl)cc1Nc1cc(C)nc2ncnn12
    10.1	-3.4	1.7	5.9	-16.5	2.5	-0.1	4.3
> COc1cccc(C(=O)c2c[nH]c(C(=O)NCCCN(C)C)c2)c1
    -2.9	-1.5	5.2	3.0	-14.0	7.4	0.4	-1.7
> COc1cc(NS(=O)(=O)c2ccc(NC(=O)/C=C/c3ccc([N+](=O)[O-])cc3)cc2)ncn1
    -3.1	22.3	x	x	-8.1	0.3	0.0	-0.2
> O=C(Nc1ccc(Br)cc1)c1cc(S(=O)(=O)Nc2ccccn2)ccc1Cl
    -2.2	-0.3	-4.0	-2.9	-3.7	2.6	0.1	0.2
> O=C(NCCc1nc2ccccc2[nH]1)/C(=C/c1ccc2c(c1)OCO2)NC(=O)c1ccccc1
    -11.5	2.2	5.0	-6.2	-11.2	-12.8	0.7	2.1

# Single records (already shown). Order of values: EWS-Fli inh	S100A4 inh HTS	RAD54 inh	esBAF inh	RAD52 inh	FN deposit inh	Xi reactivation	E-selectin induc
# `NC(=O)c1nsc(C(=O)N(c2ccc(Cl)cc2)C(C(=O)NCC2CCCO2)c2cccs2)c1N` (stereo not given) in the list: 8.1	9.5	-1.5	9.5	3.1	-0.7	0.0	-0.7
# `COc1cccc(C(=O)c2c[nH]c(C(=O)NCCCN(C)C)c2)c1` in the list: -2.9	-1.5	5.2	3.0	-14.0	7.4	0.4	-1.7
